Screening data deposited in PubChem by National Center for Advancing Translational Sciences (NCATS).
GCN5L2 inh: inhibitors of human GCN5L2 histone acetyltransferase; Q92830; GCN5L2 HAT assay, ThioGlo1 CoA-SH fluorescence; Potency, µM (top dose mostly 58.9 µM), for the others: at the highest dose activity change, negative = inhibition, usual class: inhibitors; 390,000 compounds, 0.21% hits
Target sequence (Q92830 whole entry, looked up): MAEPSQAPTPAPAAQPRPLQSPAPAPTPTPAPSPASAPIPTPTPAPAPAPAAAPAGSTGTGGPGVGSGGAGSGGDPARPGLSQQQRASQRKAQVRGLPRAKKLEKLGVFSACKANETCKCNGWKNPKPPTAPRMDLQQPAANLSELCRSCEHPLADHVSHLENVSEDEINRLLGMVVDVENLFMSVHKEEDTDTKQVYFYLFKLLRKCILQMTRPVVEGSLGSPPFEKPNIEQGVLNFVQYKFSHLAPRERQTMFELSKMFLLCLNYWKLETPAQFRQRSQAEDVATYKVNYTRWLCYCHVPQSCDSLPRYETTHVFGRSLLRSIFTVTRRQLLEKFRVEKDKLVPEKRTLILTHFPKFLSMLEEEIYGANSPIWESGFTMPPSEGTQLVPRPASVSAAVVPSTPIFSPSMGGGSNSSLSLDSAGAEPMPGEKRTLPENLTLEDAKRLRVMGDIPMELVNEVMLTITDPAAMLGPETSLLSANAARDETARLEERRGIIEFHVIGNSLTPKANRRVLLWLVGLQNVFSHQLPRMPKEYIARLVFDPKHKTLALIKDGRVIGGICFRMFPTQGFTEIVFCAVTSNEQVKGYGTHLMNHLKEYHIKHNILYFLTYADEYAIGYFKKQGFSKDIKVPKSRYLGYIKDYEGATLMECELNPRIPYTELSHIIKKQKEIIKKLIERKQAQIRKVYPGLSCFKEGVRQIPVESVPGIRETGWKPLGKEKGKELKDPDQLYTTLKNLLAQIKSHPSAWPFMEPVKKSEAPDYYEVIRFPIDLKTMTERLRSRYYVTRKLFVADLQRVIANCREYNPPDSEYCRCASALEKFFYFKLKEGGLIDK
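ThioGlo1-coupled HAT assay: 20nM GCN5L2, 70uM acetyl-CoA, 75uM H3(1-25) peptide, pH 7.5. Fluorescence read at 340/540nm at start and after 20 min at room temperature.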
DT40 TDP1 no CPT: qHTS for Inhibitors of human tyrosyl-DNA phosphodiesterase 1 (TDP1): qHTS in cells in absence of CPT; DT40 Tdp1-/- hTDP1 cells, no CPT, ATP luminescence, 48 h; AID 686978, 2013; Potency, µM (titrated, usually from 46.2 µM), for inactives: at the top dose activity change, negative = growth inhibition, hits mostly inhibitors; 420,000 compounds, 15% hits; also: nearly all actives have a fitted effect of over 55% in size
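DT40 Tdp1-/-;hTDP1 cells, no CPT (DMSO vehicle only), 400 cells/well; compounds pin-transferred; ≥48 hr, 37 °C; CellTiter-Glo 30 min RT dark, luminescence read.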
TDP1 cell CPT: DT40-hTDP1 cell growth loss with CPT; chicken DT40 Tdp1-/-;hTDP1 cells + 20 nM CPT, ATP luminescence, 48 h; Potency, µM (doses to about 46.2 µM), without a hit: at the top dose activity change, negative = growth inhibition, hits mostly inhibitors; 420,000 compounds, 12% hits; also: nearly all actives have a fitted effect of over 55% in size
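Chicken DT40 Tdp1-/- cells stably complemented with human TDP1 were seeded at 400 cells/well in medium containing 20 nM camptothecin, exposed to pin-transferred compounds, and grown at 37 °C for at least 48 hr. Viability was read as ATP luminescence.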
Active calls of the source: *; ? = inconclusive; . = no result given; & = joins results of further samples. Calls follow the shape of the dose curve; as a rule, active = well fitted curve in the direction sought with a large enough effect; inconclusive = small, poorly fitted or top-dose-only effect, or another doubt; inactive = no such curve, though single readings can be large; an effect the other way counts as inactive or inconclusive. % is scaled to controls: 0 for no effect and ±100 for the full control effect; potency is read from the fitted curve at half-maximal effect.

entry	Molecule	GCN5L2 inh	DT40 TDP1 no CPT	TDP1 cell CPT
1	COc1ccc(Cl)cc1NC(=O)c1cc(S(=O)(=O)N2CCC(C)CC2)cn1C	-3%	-22%	-4%
2	Cc1cccc(OCCC(=O)Nc2ccccc2C(N)=O)c1	-2%	12µM*	9.2µM*
3	CCCCN(CC)CCNc1c(NC2CCN(C(=O)OCC)CC2)c(=O)c1=O	-5%	11%	17%
4	CCCCCCCCCCCC(=O)N1CC(=O)NC(=O)C1	1%	-15%	2%
5	Cc1ccccc1OCC(O)Cn1c(NCc2ccco2)nc2c1c(=O)n(C)c(=O)n2C (stereo unspecified)	-2%	10µM*	12µM*
6	O=[N+]([O-])c1cc([N+](=O)[O-])c(Oc2ccc(F)cc2F)cc1NN1CCCCC1	0%	-11%	?
7	CCOc1ccc(C2C(C#N)=C(C)NC3=C2C(=O)c2ccccc23)cc1 (stereo unspecified)	-1%	15µM*	21µM*
8	Cc1onc(-c2ccccc2)c1C(=O)NCCc1ccc(S(N)(=O)=O)cc1	-16%	3%	-5%
9	OC[C@@H]1CN(Cc2ccc(F)cc2)C[C@H](n2cnc3c(NCc4ccc(F)cc4)ncnc32)O1	.	?	?
10	Cc1ccc(-n2c3c(c(=O)[nH]c2=O)C(NS(=O)(=O)c2ccc(C)cc2)(C(F)(F)F)C(=O)N3)cc1 (stereo unspecified)	1%&-4%	-6%&-2%	-9%&2%
11	COc1cc(/C=C(\C#N)C(=O)N2CCOCC2)cc(Br)c1O	-6%	?	?
12	O=C(C[C@@H]1C/C=C\C[C@H](NC(=O)OCC2c3ccccc3-c3ccccc32)C(=O)OC[C@H]2CCCN2C1=O)NCCO	-4%	?	?
13	COc1cc(OC)cc(C(=O)Nc2ccc(-c3nc4ccccc4o3)cc2)c1	-6%	16µM*	16µM*
14	CC(Oc1ccccc1F)C(=O)NN (stereo unspecified)	-1%	-3%	0%
15	Cc1cc(C)c(NC(=O)C(C)n2nc(C)c3sc4ccccc4c3c2=O)c(C)c1 (stereo unspecified)	0%	-5%	3%
16	Cn1c(=O)n(C)c2cc(S(=O)(=O)Nc3ccc(F)cc3)ccc21	-3%	21µM*	16µM*
17	CCN(C(=O)C1CCCO1)c1ccccc1 (stereo unspecified)	-1%	4%	-23%
18	Cc1ccc(-n2nc3ccc(N)cc3n2)cc1Cl	-13%	-27%	?
19	Cc1nnc(NC(=O)CSc2nc(C3CCCCC3)nc3ccccc23)s1	-20%	-30%	?
20	COCCNC(=O)c1ccc2nc(Cc3ccccc3)oc2c1	1%	-20%	-14%
21	CCOC(=O)Nc1ccc2c(c1)OCO2	18%	-16%	-29%
22	Cc1ccc(C(=O)NNC(=O)c2ccco2)cc1	0%	4%	-4%
23	Cc1cc(C)n2ncc(/C(N)=N/OC(=O)c3ccccc3F)c2n1	-1%	?	-14%
24	COc1ccc(NC(=O)c2cccc(NS(=O)(=O)c3ccccc3)c2)cc1	-5%	-13%	2%
25	CCOC(=O)c1ccc(NC(=S)NC(=O)c2cncc(Br)c2)cc1	6%	-15%	-19%
26	c1ccc(-c2noc(CN3CCc4sccc4C3)n2)cc1	3%	-19%	-3%
27	COc1ccc(C(CNC(=O)c2ccc(S(=O)(=O)N(C)C)cc2)N2CCCCC2)cc1 (stereo unspecified)	2%	-9%	12%
28	C[C@H](CO)N1C[C@H](C)[C@@H](CN(C)Cc2ccncc2)Oc2c(NS(=O)(=O)c3ccc(F)cc3)cccc2C1=O	-3%	2%	15%
29	O=C(OCC1CCCO1)c1ccc2c(c1)N(Cc1cccc(Cl)c1)C(=O)c1ccccc1S2(=O)=O (stereo unspecified)	-7%	-27%	?
30	Cc1cnn(C(=O)Cn2nc(C(F)F)c(Br)c2C)c1	2%	2%	5%
31	CC/C(=N/Nc1cccc(C)c1)c1cnnc(SC)n1	-3%	?	?
32	CCCOc1ccc(OCCSc2ncccn2)cc1	-5%	-3%	-6%
33	O=C(OCC(=O)N1CCN(C(=O)c2ccco2)CC1)c1cccc(F)c1	-3%	25%	-27%
34	COC(=O)c1ccc([C@H]2CC(=O)O2)cc1	-1%	?	?
35	Cc1nc2ccc([N+](=O)[O-])cc2c(=O)n1Cc1ccc(F)cc1	-2%	?	?
36	CC(NC(=O)c1ccco1)C(c1cccs1)N1CCOCC1 (stereo unspecified)	0%	-13%	-10%
37	COc1ccc(/C=C/C(=O)N2CCN(S(=O)(=O)/C=C/c3ccccc3)CC2)cc1OC	-1%	2%	-1%
38	Cc1oc(-c2cccc(Cl)c2)nc1CN1CCC(C(=O)NCCCN2CC(C)CC(C)C2)CC1 (stereo unspecified)	-9%	21µM*	?
39	COc1ccc2cc(Br)ccc2c1CC(=O)NCC1CCCO1 (stereo unspecified)	-3%	-2%	?
40	CCCOc1c(OC)cccc1C1CC(=O)Nc2cc3c(cc21)OCCO3 (stereo unspecified)	-23%	13µM*	?
41	CCCOc1ccccc1Cn1c(=O)sc2ccccc21	-11%	?	?
42	Cc1ccc(C)c(CN2CCC(CNC(=O)Nc3ccc(F)c(Cl)c3)CC2)c1	8%	?	29µM*
43	CCOC(=O)C1CCCN(C(=O)Cn2ncc3c(C)n(Cc4ccccc4F)c(C)c3c2=O)C1 (stereo unspecified)	0%	18µM*	26µM*
44	COc1ccccc1CNc1cc(-c2ccccc2Cl)ncn1	-1%	15µM*	16µM*
45	CCCNC(=O)N1CCC(C(=O)c2ccc(F)cc2)CC1	1%	-11%	-22%
46	CC(=O)N(Cc1ccc(Cl)cc1)c1cnccn1	5%	10%	0%
47	CN(Cc1ccccc1)C(=O)COC(=O)c1cc(Cl)nc(Cl)c1	-5%	-4%	-4%
48	Cc1cc(SCC(=O)Nc2ccccc2C)nc(C)n1	-8%	1%	5%
49	O=[N+]([O-])c1cccc(S(=O)(=O)NCCCN2CCOCC2)c1	1%	5%	2%
50	O=C(NCCS(=O)(=O)N1CCc2ccccc2C1)c1ccccc1	1%	?	?
51	O=C(Nc1ccccn1)C1CCN(S(=O)(=O)c2ccc3c(c2)OCCO3)CC1	-8%	-17%	-8%
52	O=C(Nc1cc(Cl)ccc1-n1cncn1)c1cn2ccccc2n1	2%	-5%	-27%
53	Cc1cc(OC(C)C(=O)Nc2cccnc2)ccc1Cl (stereo unspecified)	-1%	?	?
54	Cn1c(=O)c2c(nc(NCc3ccccc3)n2CC(=O)NCc2ccccc2)n(C)c1=O	-1%	-28%	4%
55	COc1cc(C2NC(=O)NC(C)=C2C(C)=O)cc(OC)c1OC (stereo unspecified)	-5%	-17%	-2%
56	CCCSCCCNC(=O)c1ccc(NC(=O)C2=CSCCO2)cc1	0%	16%	-6%
57	CC(=O)Nc1ccc(NC(=O)C(C)OC(=O)CCCOc2ccc(Cl)cc2C)cc1 (stereo unspecified)	-2%	-25%	-17%
58	Cc1ccccc1NCC(=O)N/N=C/C(Br)=C/c1ccccc1	-5%	13µM*	5.2µM*
59	CN(C)C1(CNC(=O)C2CCC(=O)N(Cc3ccc(Cl)cc3)C2)CCCCC1 (stereo unspecified)	-7%	0%	9%
60	N#Cc1cccc(NC(=O)c2cc(C3CCCCN3C(=O)CCCc3ccccc3)on2)c1 (stereo unspecified)	.	?	23µM*

More entries follow.
entry	Molecule	GCN5L2 inh	DT40 TDP1 no CPT	TDP1 cell CPT
61	O=[N+]([O-])C(=C1Nc2ccccc2N1)C(Cl)=C(Cl)Cl	35µM*	?	?
62	O=C(O)[C@]1(S(=O)(=O)c2ccccc2)C[C@@H]2ON=C(c3cccc(Br)c3)[C@@H]2C1	1%	-21%	?
63	COc1cccc(CC2(CO)CCCN(Cc3cc4ccccc4[nH]3)C2)c1 (stereo unspecified)	-4%	?	?
64	COc1ccc(NC(=S)N2CCc3ccccc32)cc1OC	-2%	-6%	?
65	O=C(OCC#CCSc1nc2ccccc2s1)c1ccco1	1%	-15%	4%
66	C/C(COc1ccccc1)=N\NC(=O)c1nnn(-c2nonc2N)c1CSc1ccccc1	-25%	-23%	-2%
67	CC12CN3CCN(CC(C3)/C1=N/NC(=O)Nc1ccccc1)C2	2%	2%	11%
68	O=C(CCS(=O)(=O)c1cccc2nonc12)Nc1c(F)cccc1F	-7%	?	-21%
69	CC1(c2nc3ccccc3[nH]2)CCC(=O)N1Cc1ccccn1 (stereo unspecified)	.	9%	-1%
70	O=C(NCc1ccco1)c1ccc2c(c1)N(Cc1ccc(Cl)cc1)C(=O)c1ccccc1S2=O (stereo unspecified)	-9%	18µM*	?
71	Cc1nc2ccccc2c(=O)n1Nc1cccc(Cl)c1	-5%	?	?
72	COc1ccc(C(=O)NC(CCSC)C(=O)NCc2nnc3ccccn23)cc1 (stereo unspecified)	3%	-2%	?
73	CCOC(=O)C1CCCN(C(=O)c2cccc(S(=O)(=O)N3CCOCC3)c2)C1 (stereo unspecified)	2%	-11%	-27%
74	c1ccc(NCCc2ccccn2)cc1	.	-22%	10%
75	Cc1occc1C(=O)n1nnc2ccccc21	.	21µM*	?

Part of the list above, reformatted.
The line under a structure holds: GCN5L2 inh | DT40 TDP1 no CPT | TDP1 cell CPT
[61] O=[N+]([O-])C(=C1Nc2ccccc2N1)C(Cl)=C(Cl)Cl
→ 35µM* | ? | ?
[62] O=C(O)[C@]1(S(=O)(=O)c2ccccc2)C[C@@H]2ON=C(c3cccc(Br)c3)[C@@H]2C1
→ 1% | -21% | ?
[63] COc1cccc(CC2(CO)CCCN(Cc3cc4ccccc4[nH]3)C2)c1 (stereo unspecified)
→ -4% | ? | ?
[64] COc1ccc(NC(=S)N2CCc3ccccc32)cc1OC
→ -2% | -6% | ?
[65] O=C(OCC#CCSc1nc2ccccc2s1)c1ccco1
→ 1% | -15% | 4%
[66] C/C(COc1ccccc1)=N\NC(=O)c1nnn(-c2nonc2N)c1CSc1ccccc1
→ -25% | -23% | -2%
[67] CC12CN3CCN(CC(C3)/C1=N/NC(=O)Nc1ccccc1)C2
→ 2% | 2% | 11%
[68] O=C(CCS(=O)(=O)c1cccc2nonc12)Nc1c(F)cccc1F
→ -7% | ? | -21%
[69] CC1(c2nc3ccccc3[nH]2)CCC(=O)N1Cc1ccccn1 (stereo unspecified)
→ . | 9% | -1%
[70] O=C(NCc1ccco1)c1ccc2c(c1)N(Cc1ccc(Cl)cc1)C(=O)c1ccccc1S2=O (stereo unspecified)
→ -9% | 18µM* | ?
[71] Cc1nc2ccccc2c(=O)n1Nc1cccc(Cl)c1
→ -5% | ? | ?

Next part:
entry	Molecule	GCN5L2 inh	DT40 TDP1 no CPT	TDP1 cell CPT
76	CC#CCN(Cc1ccco1)C(=O)c1ccc(OC2CCN(Cc3ccccn3)CC2)cc1	2%	?	?
77	CCc1c(C)nc2ncnn2c1N1CCCC(C(=O)NCc2cccs2)C1 (stereo unspecified)	-2%	13µM*	?
78	Cc1c(O[C@@H]2O[C@H](CO)[C@@H](O)[C@H](O)[C@H]2O)c(CO)c(O[C@@H]2O[C@H](CO)[C@@H](O)[C@H](O)[C@H]2O)c2c1O[C@@H](c1ccccc1)C[C@@H]2O	-1%	-19%	-22%
79	CCn1nc(NC(=O)c2cccnc2)c2cc3cccc(C)c3nc21	-7%	-23%	-20%
80	COC(=O)C1=C(C)NC(=O)NC1c1ccsc1 (stereo unspecified)	5%	6%	9%
81	CC(C)Oc1ccc(/C(O)=C2/C(=O)C(=O)N(CCN3CCOCC3)C2c2ccccc2)cc1 (stereo unspecified)	-19%	0%	1%
82	COCCN1CC(=O)N2C(c3cccc(C)c3)c3[nH]c4ccccc4c3C[C@H]2C1=O (stereo partly specified)	0%	?	?
83	O=S(=O)(c1ccc(-c2cnc(C3CC3)o2)cc1)N1CCN(c2ccccc2)CC1	-5%&-24%	?	?
84	COC(=O)c1ccccc1NC(=O)c1nc2nc(C)cc(C)n2n1	-18%	?	-9%
85	CC(C)NC(=S)NC(c1ccccc1)(c1ccccc1)c1ccccc1	-5%	23µM*	?
86	CCOC(=O)N1CCN(S(=O)(=O)c2ccc3c(c2)CCN3C(=O)C2CCC2)CC1	-1%	?	?
87	CC(Nc1n[nH]c(=S)[nH]c1=O)C(=O)OCc1ccccc1 (stereo unspecified)	-3%	-14%	5%
88	COc1ccc(-c2nnn(CC(=O)N(CCO)C(C(=O)NC3CCCC3)c3ccc(F)cc3)n2)cc1 (stereo unspecified)	-3%	-22%	-9%
